Screening results as filed in PubChem.
uPA surface inh: qHTS for Inhibitors of Cell Surface uPA Generation; cell surface uPA generation assay, qHTS; Potency, µM (titrated, usually from 38.3 µM), inactives show at the highest dose activity change, negative = inhibition, usual class: inhibitors; 330,000 tested, 0.31% active; AID 540303, 2011; active means well fitted inhibition curve with a large enough effect; inconclusive means small, poorly fitted or top-dose-only effect; inactive means no such curve, though single readings can be large or run the other way; tested in mouse RAW 264.7 cells; further: on the % scale 0 is the no-effect control and ±100 the full control effect; nearly all actives have a fitted effect of over 55% in size
p53 reactivator: qHTS assay for re-activators of p53 using a Luc reporter | 320,000 tested, 0.063% active | Potency, µM (series often up to 92.2 µM), without a hit: at the highest dose activity change, positive = activation, most hits filed as activators | H1299 p53-A138V BP100-luciferase reporter, luminescence, 24 h; further: % of control where 0% means no effect; nearly all actives have a fitted effect of over 45% in size
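p53-null H1299 cells stably carrying temperature-sensitive p53-A138V and a BP100-luciferase reporter were pinned with compounds (4-point, 1:5 series) and held 24 hrs at 37 deg C. Luminescence was read 10 min after detection reagent.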
VP16 counter: VP16 counterscreen qHTS for inhibitors of ROR gamma transcriptional activity. Drosophila S2 Gal4-VP16 UAS-luciferase, luminescence, 20 h. Potency, µM (highest dose often 53.6 µM), without a hit: at the highest dose activity, negative = inhibition, usual class: inhibitors. 310,000 tested, 3.5% active. AID 2546, 2010;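 further: Gal4-VP16 expression switched on by copper sulfate through the metallothionein promoter; on the % scale 0 is the no-effect control and ±100 the full control effect; nearly all actives have a fitted effect of over 50% in size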
MBNL1 CUG block: qHTS Assay for Inhibitors of MBNL1-poly(CUG) RNA binding; Potency, µM (titrated, usually from 57.5 µM), for inactives: at the top dose activity change, negative = inhibition, hits mostly inhibitors; Muscleblind-like protein 1 (Homo sapiens), Q9NR56; TR-FRET MBNL1-His/biotin-(CUG)12 binding, 665/545 ratio; AID 2675, 2010; 280,000 tested, 0.036% active; active means well fitted inhibition curve with a large enough effect in the signal ratio, with a control signal flat, not every such curve was filed as active; inconclusive means small, poorly fitted or top-dose-only effect, or effect the other way, or a change in a side signal; inactive means no such curve, though single readings can be large or run the other way; the % refers to the signal ratio; further: on the % scale 0 is the no-effect control and ±100 the full control effect
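Inhibition of protein-RNA binding appears as loss of TR-FRET between terbium anti-His antibody on MBNL1-His and streptavidin-XL665 on biotin-(CUG)12. Activity is normalized to buffer-only and uninhibited-complex controls.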
Rab9 promoter act: qHTS Assay for Rab9 Promoter Activators; Huh7 Rab9 promoter-luciferase reporter, luminescence, 24 h; Potency, µM (highest dose often 9.22 µM), for the others: top-dose activation, negative = inhibition, most hits filed as activators; 320,000 tested, 2.8% active; further: % of control where 0% means no effect; nearly all actives have a fitted effect of over 60% in size
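Luminescence read-out: Huh7 cells stably expressing Rab9-luciferase, treated 24 h with compound at 37 °C, then lysed with luciferase reagent for 10 min at ambient before reading.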
NPC1 prom act: qHTS Assay for NPC1 Promoter Activators; 320,000 tested, 2.4% active; AID 485313, 2010; Huh7 NPC1 promoter luciferase reporter, 24 h; Potency, µM (doses to about 9.22 µM), for inactives: at the top dose activation, hits mostly activators;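 further: % of control where 0% means no effect; nearly all actives have a fitted effect of over 60% in size; reporter is driven by a mutant NPC1 promoter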
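Luciferase expression driven by the NPC1 promoter was measured in stably transfected Huh7 cells after a 24 h compound incubation, using a luciferase reagent and a luminescence read.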
RORgamma inh: qHTS for inhibitors of ROR gamma transcriptional activity; Nuclear receptor ROR-gamma (Mus musculus), P51450; Drosophila S2 Gal4-RORgamma UAS-luciferase reporter, 20 h; 310,000 tested, 5.4% active; Potency, µM (titrated, usually from 53.6 µM), for inactives: top-dose activity change, negative = inhibition, most hits filed as inhibitors; further: on the % scale 0 is the no-effect control and ±100 the full control effect; nearly all actives have a fitted effect of over 60% in size
Target sequence (P51450 whole entry, looked up, the tested form may be a part): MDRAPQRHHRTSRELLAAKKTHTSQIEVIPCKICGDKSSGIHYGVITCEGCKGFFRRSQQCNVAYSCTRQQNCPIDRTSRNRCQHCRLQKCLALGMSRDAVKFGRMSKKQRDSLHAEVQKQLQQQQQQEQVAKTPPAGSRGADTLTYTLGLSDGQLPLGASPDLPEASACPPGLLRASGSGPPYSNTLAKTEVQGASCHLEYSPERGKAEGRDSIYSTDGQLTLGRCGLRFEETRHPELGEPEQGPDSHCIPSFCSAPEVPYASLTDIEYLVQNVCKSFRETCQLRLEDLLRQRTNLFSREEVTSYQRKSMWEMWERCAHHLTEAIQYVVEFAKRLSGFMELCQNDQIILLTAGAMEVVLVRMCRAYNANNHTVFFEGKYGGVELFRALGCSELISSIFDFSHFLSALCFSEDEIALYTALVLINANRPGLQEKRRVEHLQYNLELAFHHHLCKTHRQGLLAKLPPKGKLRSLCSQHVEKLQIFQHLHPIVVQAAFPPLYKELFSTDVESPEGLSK
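Luciferase reporter read in Schneider cells carrying Gal4-RORγ (mouse) and UAS-Photinus luciferase; cells given compound 1 h before 700 uM copper sulfate induction, then incubated 20 h at ambient temperature.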
BRCA1 expr act: qHTS Assay to Identify Small Molecule Activators of BRCA1 Expression; MCF7-BRCA1-FFLuc reporter, luminescence, 48 h; response scale: scaled: vehicle 0%, 10 µM genistein 100%; Potency, µM (doses to about 46.1 µM), for the others: at the highest dose activation, hits mostly activators; 380,000 tested, 1.1% active; AID 624202, 2012; further: nearly all actives have a fitted effect of over 80% in size; some results filed as inactive show a strong effect at the top dose
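Luminescence from a BRCA1-driven firefly luciferase in MCF7 cells was the read-out, taken 15 min after substrate addition following 48 h compound exposure at 37 °C. Data were normalized to a 10 microM genistein control and DMSO vehicle.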
FLuc modulator: qHTS profiling assay for firefly luciferase inhibitor/activator using purifed enzyme and Km concentrations of substrates (counterscreen for miR-21 project). 360,000 tested, 6.9% active. Potency, µM (top dose mostly 57.5 µM), for the others: at the top dose activity change, negative = inhibition, actives largely listed as inhibitors. AID 588342, 2011. purified FLuc, Km substrates, luminescence inhibition;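 further: plate controls were vehicle for no effect and reference inhibitor for full effect; nearly all actives have a fitted effect of over 55% in size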
Target sequence (P08659 whole entry, looked up): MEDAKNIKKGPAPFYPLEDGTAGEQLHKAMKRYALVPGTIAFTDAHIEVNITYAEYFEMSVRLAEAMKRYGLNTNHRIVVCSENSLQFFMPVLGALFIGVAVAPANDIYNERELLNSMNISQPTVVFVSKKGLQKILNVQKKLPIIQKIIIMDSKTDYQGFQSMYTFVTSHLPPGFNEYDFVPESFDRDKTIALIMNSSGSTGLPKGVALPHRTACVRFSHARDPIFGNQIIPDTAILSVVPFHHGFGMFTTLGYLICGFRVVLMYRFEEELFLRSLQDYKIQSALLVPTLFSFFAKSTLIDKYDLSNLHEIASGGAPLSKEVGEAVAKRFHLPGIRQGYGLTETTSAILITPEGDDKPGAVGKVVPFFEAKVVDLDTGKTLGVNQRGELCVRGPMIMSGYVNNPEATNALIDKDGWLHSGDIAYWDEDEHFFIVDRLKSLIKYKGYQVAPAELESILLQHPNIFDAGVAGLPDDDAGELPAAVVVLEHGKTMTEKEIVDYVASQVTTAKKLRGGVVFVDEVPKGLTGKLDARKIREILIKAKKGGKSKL
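Biochemical qHTS of compounds, final roughly 60 µM downward over six points, against 10 nM purified firefly luciferase using Km concentrations of substrates (10 uM D-luciferin, 10 uM ATP) in Tris acetate pH 7.5 buffer; luminescence output.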
ELG1 genotoxic: qHTS screen for small molecules that induce genotoxicity in human embryonic kidney (HEK293T) cells expressing luciferase-tagged ELG1; HEK293T ELG1-luciferase reporter, luminescence, 16 h; Potency, µM (series often up to 46 µM), without a hit: at the top dose activity change, positive = activation, hits mostly activators; 330,000 tested, 1.3% active; further: % of control where 0% means no effect; nearly all actives have a fitted effect of over 60% in size
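Genotoxicity was scored as increased ELG1-luciferase reporter signal, measured by ONE-Glo luminescence (30 min, room temperature). Compound or vehicle exposure of the HEK293T reporter cells lasted 16 hr at 37°C.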
Starred values were filed as active, the others as inactive; ? = inconclusive; · = no result given; & = joins results of further samples; [ ] = dose if it differs, or a comment. Unless noted, the call rests on the fitted dose curve; in most records, active means well fitted curve in the direction sought with a large enough effect; inconclusive means small, poorly fitted or top-dose-only effect, or another doubt; inactive means no such curve, though single readings can be large; an effect the other way counts as inactive or inconclusive. Potency means the concentration at half of the fitted maximal effect. Rows are unselected; overall some 13% were active at least once.

SMILES	uPA surface inh	p53 reactivator	VP16 counter	MBNL1 CUG block	Rab9 promoter act	NPC1 prom act	RORgamma inh	BRCA1 expr act	FLuc modulator	ELG1 genotoxic
CCCCCCn1cc(C(=O)OCC)c(=O)c2cc(F)c(F)cc21	0.6%	-4.0%	0.7%	-3.9%	4.9%	-1.9%	-13.7%	-25.7%	-0.5%	-6.5%
O=C1CC(c2ccco2)CC(O)=C1C=NCC1CCNCC1 (stereo unspecified)	-1.5%	29.8%	-4.4%	-0.3%	9.8%	-2.2%	14.5%	-1.5%	-4.9%	2.0%
COc1ccccc1C1=NOC(Cn2c(NCCOCCO)nc3c2c(=O)n(C)c(=O)n3C)C1 (stereo unspecified)	-5.2%	2.6%	-5.9%	3.5%	-1.8%	3.4%	-3.7%	11.0%	-3.2%	-5.1%
O=C(Nc1ccc2c(c1)OCCO2)C1CC1c1ccccc1 (stereo unspecified)	-1.1%	?	15.7%	-3.5%	3.98µM*	?	?	85.4%	9.53µM*	?
Nc1ccccc1-c1ccccc1N	-6.7%	-1.2%	-14.4%	-18.1%	-9.4%	5.3%	-4.3%	-60.3%	-0.9%	-0.2%
COc1ccccc1C(=O)NCCC(=O)N1CCN(c2ccc(C(F)(F)F)cn2)CC1	1.5%	-0.4%	·	·	-4.8%	-5.3%	·	-23.7%	3.1%	-2.9%
Fc1ccc(-c2csc(N3CCOCC3)n2)cc1	-0.9%	?	5.6%	-13.8%	2.51µM*	3.98µM*	20.4%	136.4%	21.3µM*	12.7%
COc1ccc(S(=O)(=O)N2CCC(C(=O)NCCC(=O)Nc3cccc(OC)c3)CC2)cc1	2.8%	0.4%	-1.6%	-1.7%	-1.2%	-2.2%	1.9%	12.5%	1.1%	-4.0%
NC(=O)CN1CCN(c2ccccc2F)CC1	-3.2%	-4.8%	0.4%	2.0%	-2.4%	-1.8%	-9.3%	5.4%	-1.5%	3.8%
COc1ccc(OC)c(CNC(=O)c2coc(=O)c3ccccc23)c1	-1.3%	-0.1%	4.4%	-4.4%	2.2%	-1.9%	15.5%	-14.2%	-1.0%	-8.0%
COc1ccc(NC(=O)c2ccc3snnc3c2)cc1	-5.0%	?	-1.4%	11.1%	2.82µM*	?	35.8%	6.31µM*	9.53µM*	?
CCCCNC(=O)CSc1nnc(Cc2ccccc2)n1CC1CCCO1 (stereo unspecified)	4.3%	7.0%	-9.7%	-5.6%	-3.3%	0.6%	0.0%	7.7%	-1.1%	0.0%
COc1cnn(-c2ccccc2)c(=O)c1SCc1ccc(Cl)c(Cl)c1	·	-1.8%	6.7%	16.6%	1.3%	-2.9%	-14.0%	-39.4%	-5.4%	-3.2%
COc1cccc(/C=C/C(=O)OCC(=O)NCc2ccco2)c1	2.2%	1.5%	10.5%	15.9%	-4.4%	0.1%	6.9%	0.3%	-11.1%	3.6%
CCc1c(C(=O)NCCc2cccc(C)c2)[nH]c(C)c1C(C)=O	-1.5%	0.5%	-17.2%	-2.8%	-0.7%	-2.7%	18.7%	8.0%	-0.5%	-0.7%
Cc1nc2c(C)c(C)c(C)c(C)c2nc1C	6.2%	0.5%	-12.9%	-5.4%	-0.3%	1.7%	4.1%	3.6%	0.7%	1.5%
CN(CCNC(=O)c1ccc(CS(=O)(=O)c2c(Cl)cccc2Cl)o1)CCc1ccccc1	-5.1%	-6.0%	-6.0%	1.8%	1.9%	0.1%	-3.8%	-3.4%	3.0%	-3.1%
CSc1cccc(NC(=S)Nc2cc(C)ccc2C)c1	0.6%	4.0%	?	·	0.5%	-4.9%	11.2µM*	-20.9%	-7.9%	4.0%
Cc1ccc(NC(=O)C(C)OC(=O)c2ccc(NC(=O)CC#N)cc2)cc1S(=O)(=O)N1CCOCC1 (stereo unspecified)	1.8%	0.3%	·	·	1.3%	1.1%	·	2.8%	?	3.6%
O=C(c1ccc(-c2cccc(C(F)(F)F)c2)o1)N1CCOCC1	4.6%	?	-5.5%	18.1%	19.5%	23.6%	23.4%	11.2µM*	?	16.4µM*
O=S(=O)(NCc1ccccn1)c1ccc(Cl)c(C(F)(F)F)c1	-28.7%	-3.0%	?	-8.0%	0.5%	-6.1%	7.08µM*	3.5%	-1.6%	-4.8%
O=C(CCc1cccc(Cl)c1)N1CCCC(Nc2ccccc2)C1 (stereo unspecified)	-8.6%	-0.1%	-5.3%	-5.9%	-8.1%	3.0%	33.3%	-0.1%	1.4%	-8.5%
Cn1c(=O)oc2cc(S(=O)(=O)N3CCC(C(=O)N4CCc5ccccc5C4)CC3)ccc21	-0.4%	-0.9%	6.7%	6.8%	7.4%	-1.8%	-30.0%	2.3%	1.1%	0.0%
COC(CN(C)C(=O)c1ccc(CS(=O)(=O)c2ccccc2C)o1)OC	1.0%	-1.7%	-16.0%	-4.3%	-12.3%	-5.6%	5.2%	15.4%	0.7%	-2.7%
O=C(O)c1sccc1SCc1ccc(Cl)cc1Cl	1.4%	-0.5%	-11.6%	3.8%	8.5%	7.0%	10.0%	11.9%	?	2.9%
Cc1ccc(OCCNC(=O)c2ccccc2F)cc1	5.1%	13.1%	?	-3.6%	25.3%	18.0%	26.8%	30.7%	?	13.8%
COc1cc(OC)c2c(-c3ccccc3)cc(=O)oc2c1C(CCN1CCCC(C)C1)c1ccc2c(c1)OCO2 (stereo unspecified)	?	-1.3%	-15.3%&-7.2%	10.1%	-1.7%	-3.2%	-27.7%&-20.4%	0.0%	-0.6%	-0.5%
O=C(N/N=C/c1ccncc1)c1ccccc1OCc1ccc(Br)cc1	-3.7%	4.5%	3.2%	12.4%	-6.6%	-9.9%	-13.5%	-29.7%	?	-6.2%
COc1ccc(F)cc1S(=O)(=O)Nc1ccc2c(c1)OCCO2	1.1%	1.9%	-7.4%	-2.2%	-4.1%	-1.3%	25.4%	-11.7%	3.4%	0.1%
Nc1ccc(S(=O)(=O)Nc2nccc(/C=C/c3ccc(Cl)cc3Cl)n2)cc1	-5.0%	0.5%	4.9%	·	1.1%	-0.9%	4.9%	-5.3%	1.2%	8.2%
CCCn1c(C)cc(/C=C(\C#N)C(=O)OCC(=O)NC(=O)NC(C)(C)C)c1C	3.2%	6.2%	-0.2%	?	-3.0%	0.9%	5.6%	-4.3%	16.9µM*	-0.5%
Cc1cc(C(=O)NNC(=O)CCCCC(=O)NNC(=O)c2cc(C)[nH]n2)n[nH]1	9.5%	4.8%	-7.2%	·	-10.6%	2.5%	-5.4%	-7.5%	6.5%	-2.9%
CC(C)[C@H](NS(=O)(=O)/C=C/c1ccccc1)C(=O)OCC(=O)NC(N)=O	10.8%	3.9%	-2.9%	-1.8%	-3.4%	0.6%	-2.2%	0.3%	-0.1%	1.6%
CN=c1scc(-c2cccs2)n1/N=C/c1ccc(O)c(O)c1O	-19.0%	·	1.41µM*	38.3%[activator]	0.794µM*	?	1.12µM*	-13.6%	1.69µM*	?
O=C(Cn1c(NCCCO)nc2ccccc21)c1cccc(Br)c1	-3.3%	-7.7%	-8.0%	-12.5%	-2.8%	13.9%	8.3%	-42.9%	3.7%	-5.9%
CC(C)C(NC(=O)c1ccc(C(C)(C)C)cc1)C(=O)O (stereo unspecified)	2.9%	?	-3.5%	6.7%	-4.1%	-2.5%	20.0%	4.8%[1.84 µM]	?	6.5%

Continued, starting with the last two of the part before.
SMILES	uPA surface inh	p53 reactivator	VP16 counter	MBNL1 CUG block	Rab9 promoter act	NPC1 prom act	RORgamma inh	BRCA1 expr act	FLuc modulator	ELG1 genotoxic
O=C(Cn1c(NCCCO)nc2ccccc21)c1cccc(Br)c1	-3.3%	-7.7%	-8.0%	-12.5%	-2.8%	13.9%	8.3%	-42.9%	3.7%	-5.9%
CC(C)C(NC(=O)c1ccc(C(C)(C)C)cc1)C(=O)O (stereo unspecified)	2.9%	?	-3.5%	6.7%	-4.1%	-2.5%	20.0%	4.8%[1.84 µM]	?	6.5%
CCCc1cc(=O)[nH]c2nnc(SCC(=O)Nc3cc(C)on3)n12	-1.5%	-3.6%	·	·	-5.7%	-2.8%	·	0.3%	-0.5%	2.0%
O=C(OCc1cn(-c2ccc(Cl)cc2)nn1)c1ccccc1	-0.4%	12.2%	17.6%	-5.7%	11.5%	-4.1%	32.2%	9.4%	?	-0.6%
Cn1c(=O)cc(OCC(=O)NC2CCCCC2)c2ccccc21	-0.4%	-2.5%	23.8%	-11.1%	-1.7%	-5.2%	-24.9%	-0.3%[1.84 µM]	3.1%	5.3%
O=C(Nc1ccc(S(=O)(=O)Nc2ncccn2)cc1)c1ccc(Br)o1	4.1%	13.3%	1.5%	-1.7%	7.5%	0.9%	-13.1%	-2.3%	-6.5%	-8.3%
COc1ccc(CC(=O)N2CCCc3ccccc32)cc1OC	4.5%	-6.3%	1.5%	4.5%	-4.9%	-0.5%	?	-34.6%	6.7%	-2.5%
Cc1cc2nc(/C=C/c3cccnc3)[nH]c2cc1C	?	?	-4.0%	?	?	?	?	?	2.39µM*	2.31µM*
